# High-throughput results deposited in PubChem by NMMLSC.
# Myeloid diff MLP: promotes myeloid progenitor differentiation; ER-HoxA9 myeloid progenitors, lysozyme-GFP differentiation, flow cytometry; calls only at 10 µM; 360,000 compounds, 1% hits;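 active = normalized GFP-positive differentiation at or above the plate's own cutoff, the solvent-only control mean plus 3 SD; inconclusive = no clear call, values can overlap the other calls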;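 also: cells exposed to compound for four days before flow analysis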
# Myeloid diff MLP GFP+ MAC1+ %: second read-out of Myeloid diff MLP, no call of its own (marks repeat the call); GFP+ MAC1+ double positive, %; measured here: differentiation confirmed by MAC1 staining
# Numbers without * were called inactive; i = inactive; u = inconclusive; x = not tested or not shown; + = active, no number; & = joins results of further samples. Only part of the results is shown; count on the stated rates, not on these rows.
entry	canonical_smiles	Myeloid diff MLP	Myeloid diff MLP GFP+ MAC1+ %
1	CCCNC(=O)C(Cc1cccc(OC)c1)NC(=O)c1ccc(C(C)(C)C)cc1 (stereo not given)	i	1.3
2	CC(=O)Nc1ccc(NC(=O)C2Cc3c(-c4ccco4)ccnc3O2)cc1 (stereo not given)	i	1.0
3	COC(=O)C1=C(C)N(Cc2ccccc2)C(=NCC(C)C)N[C@H]1c1cccc(C(F)(F)F)c1	i	2.9
4	c1ccc(CSc2nccc(-c3ccco3)n2)cc1	i	0.6
5	CC(=O)c1c(O)cc2c3c1OC(C)(C)C1CCC(C)(CC31)O2 (stereo not given)	i	0.4
6	CCOC(=O)c1[nH]c(C)c(C(=O)OCC(=O)NCc2ccc(OC)c(OC)c2)c1C	i	0.2
7	C[C@H](CO)N1C[C@H](C)[C@H](CN(C)Cc2cccc(F)c2)Oc2ncc(Br)cc2C1=O	i	0.8
8	O=C(C(=Cc1ccccc1)CN1CCCCC1)c1ccccc1	u	x
9	O=c1cc(Cl)nc2ccccn12	i	0.9
10	CSc1ccc(NC(=O)C2(C)CCN2C(=O)c2cc(C)n(C)n2)cc1 (stereo not given)	i	0.5
11	CC(C)C(NC(=O)c1ccc(Cl)cc1Cl)C(=O)N1CCC1 (stereo not given)	i	0.5
12	CCC(=O)c1ccc(OCC(=O)OCC(=O)N2CCc3ccccc3C2)cc1	+	0.4*
13	Cc1c(NC(=O)Nc2cc(F)c(F)cc2Cl)c(=O)n(-c2ccccc2)n1C	i	0.7
14	CCOC1=C2[C@H](c3cccc(Cl)c3)N(S(=O)(=O)c3ccc(C)cc3)C[C@H]2n2c(=O)n(-c3ccccc3)c(=O)n2C1	i	1.7
15	CC(O)(c1ccccc1)c1nc(-c2ccccc2)cs1 (stereo not given)	i	1.7
16	N/C(=N\OC(=O)c1ccccc1)C(Cc1ccccc1)C(=O)NOC(=O)c1ccccc1 (stereo not given)	i	0.5
17	CCOC(=O)c1nn(C)c(=S)n(C)c1=O	i	0.4
18	N#Cc1ccc(C(=O)N(Cc2ccco2)c2c(N)n(Cc3ccccc3)c(=O)[nH]c2=O)cc1	i	1.1
19	CCOC(=O)C1(C)CCN1C(=O)c1ccc(C(F)(F)F)cc1 (stereo not given)	i	1.3
20	Cc1nnc(SCCn2c(N3CCCCC3)nc3c2c(=O)n(C)c(=O)n3C)s1	i	0.5
21	CCCCCCn1cc(CN2CC(N(C)C)CS2(=O)=O)nn1 (stereo not given)	i	1.2
22	Cc1cccc(OCc2nnc(-c3ccc(F)cc3)o2)c1	i	1.7
23	CCc1nc2ccc(C(=O)NCCCN(C)C)cn2c1N(C)CCCc1ccccc1	i	1.0
24	COc1ccccc1NC(=O)c1ccc(NC(=O)CSc2nc(N)cc(=O)[nH]2)cc1	i	0.7
25	C[C@@H]1O[C@H](C2CCCCC2)Cc2[nH][nH]c(=O)c21	i	1.7
26	O=C(COC(=O)c1c(F)cccc1F)NCc1cccs1	i	0.6
27	c1ccc(SC23CCCCN(CCC2)[C@]32CO2)cc1 (stereo not given in full)	i	0.9
28	CCOC(=O)c1c(C)oc2cc(Sc3ccccc3)c(O)c(O)c12	i	0.3
29	CCN(CC)c1cccc(OCC(=O)N2c3ccccc3CC2C)c1 (stereo not given)	i	0.6
30	COc1ccc(S(=O)(=O)N=N/C=C2\C=CC=CN2O)cc1OC	i	0.8
31	CCc1ccc(N2CC(C(=O)OCc3nc4ccsc4c(=O)[nH]3)CC2=O)cc1 (stereo not given)	i	1.4
32	CC1(C)CC(=O)C=C(c2ccc(OC(F)(F)F)cc2)C1	i	0.9

# 2 of the compounds above, as labelled records.
8	O=C(C(=Cc1ccccc1)CN1CCCCC1)c1ccccc1
  Myeloid diff MLP: u | Myeloid diff MLP GFP+ MAC1+ %: x
9	O=c1cc(Cl)nc2ccccn12
  Myeloid diff MLP: i | Myeloid diff MLP GFP+ MAC1+ %: 0.9

# Additional records
entry	canonical_smiles	Myeloid diff MLP	Myeloid diff MLP GFP+ MAC1+ %
33	O=C(COC(=O)CCc1c[nH]c2ccccc12)Nc1ccccc1	i	1.3
34	O=C(NCC(F)(F)F)C1C(=O)Nc2ccccc2C(=O)N1C1CCCC1 (stereo not given)	i	2.0
35	Cc1ccc(S(=O)(=O)n2cccc2/C=C/[N+](=O)[O-])cc1	u	x
36	O=C(NCc1cccs1)C1C(=O)Nc2ccccc2C(=O)N1Cc1ccccc1 (stereo not given)	i	1.8
37	CCC(Oc1ccccc1)C(=O)N1CCN(S(=O)(=O)c2ccccc2)CC1 (stereo not given)	i	0.7
38	CC[C@]12c3[nH]c4ccccc4c3CCN1C(=O)C(CC(=O)NCCCOC)C[C@@H]2C(=O)N1CCN(C(=O)c2ccco2)CC1 (stereo not given in full)	i	0.7
39	CC(C)(C)S(=O)N1Cc2cc(C(=O)NCc3ccc(Oc4ccccc4)cc3)nc(-c3cccc(-c4cc5ccccc5o4)c3)c2[C@@H]1CCO (stereo not given in full)	i	1.4
40	C[C@@H]1CCCCO[C@H](CN(C)Cc2ccc(C(=O)O)cc2)[C@@H](C)CN([C@H](C)CO)C(=O)c2cc(N(C)C)ccc2O1	i	1.2
41	COc1cc(/C=C/C(=O)OCC(=O)NCc2ccc(F)cc2)ccc1O	i	3.9
42	COc1ccccc1N1CCN(C(=S)NC(=O)c2ccc([N+](=O)[O-])cc2)CC1	i	0.8
43	CCCCN(C(=O)C1CC(=O)N(c2ccc3c(c2)OCCO3)C1)c1c(N)n(CC(C)C)c(=O)[nH]c1=O (stereo not given)	i	0.5
44	COc1cccc(S(=O)(=O)N(C)C[C@H]2OCc3cnnn3CCCC(=O)N([C@H](C)CO)C[C@H]2C)c1	i	0.8
45	CC(=O)Nc1ccc(S(=O)(=O)N(C)CC(=O)OC2CCCCC2=O)cc1 (stereo not given)	i	0.3
46	COc1ccc(C(=O)O)cc1S(=O)(=O)Nc1cc(Cl)ccc1N1CCOCC1	i	0.4
47	Cc1noc(C)c1NC(=O)N(C)C[C@@H]1Oc2ccc(NC(=O)CCC(F)(F)F)cc2CC(=O)N([C@@H](C)CO)C[C@@H]1C	i	1.7
48	CCOC(=O)C1(C)CCN1C(=O)c1ccccc1 (stereo not given)	i	1.6
49	C[C@@H]1CN([C@@H](C)CO)C(=O)CCCn2nncc2CO[C@H]1CN(C)C(=O)NC1CCCCC1	i	0.9
50	CCN(CC)C(=O)c1nc[nH]c1C(=O)N1CCN(c2ccccc2)CC1	i	2.5
51	CCOc1ccc(Cl)cc1-c1cc(C(=O)Nc2cc(OC)ccc2OC)[nH]n1	i	1.9
52	CCC1(CC)NC(=O)N(CC(=O)N2CCc3ccccc32)C1=O	i	3.0
53	CN(C)c1nc(N)nc(CSc2nnnn2-c2ccc(Cl)cc2)n1	i	0.8
54	Cc1cc(N2CCN(c3ccccn3)CC2)n2nc(C)nc2n1	i	2.7
55	Cc1ccc(C(O)c2ncc(-c3cccc(F)c3)[nH]2)cc1 (stereo not given)	i	1.2
56	CCC(C)N(C(=O)CSc1nnc2ccccn12)C1CCS(=O)(=O)C1 (stereo not given)	i	0.6
57	CC1=C(C(=O)N(C)C)CC(CC(=O)NCCCN(C)C)C(=O)N1CCC1=CCCCC1 (stereo not given)	i	0.8
58	CC(=O)Nc1ccc(S(=O)(=O)NCCC(=O)OCc2ccccc2F)cc1	i	0.6
59	COc1ccc(-c2c(-c3cc(OC)cc(OC)c3)n(C)c3ccc(Br)cc23)cc1	i	1.7
60	CC(C)CN(C(=O)CSc1nnc(-c2cccs2)n1C1CC1)C1CCS(=O)(=O)C1 (stereo not given)	i	0.5
61	Cc1ccc(OCC(=O)OCC(=O)NC2CCCC2)cc1C	i	0.7
62	CC(NS(=O)(=O)c1cc2c3c(c1)CCN3C(=O)CC2)c1ccccc1 (stereo not given)	i	0.7
63	CC(=O)Nc1cc(-c2ccc(F)cc2)cn2c(-c3ccc(F)cc3)cnc12	i	0.9
64	O=C([C@@H]1CC=C[C@@H]2CCN(C3CCCCC3)C(=O)[C@@H]21)N1CCN(c2ccccc2)CC1	i	0.4
65	Cc1cc(F)ccc1C(O)c1ncc(-c2ccc(Cl)cc2)[nH]1 (stereo not given)	i	0.1
66	CCCCCCCCN1[C@@H](CC(=O)O)c2cc(C(F)(F)F)ccc2S1(=O)=O	i	1.6
67	O=P1(O)CC2=C(CC=CC2)C1	i	0.5
68	COc1cc(/C=C/C(=O)OCC(=O)N2c3ccccc3CC2C)cc(OC)c1OC (stereo not given)	i	0.9
69	CC1CCN(C(=O)c2ncn3c2c(=O)[nH]c2ccccc23)CC1	i	0.5
70	O=C(OC1CCOC1=O)c1cc(S(=O)(=O)N2CCOCC2)c(Cl)cc1Cl (stereo not given)	i	1.3
71	COc1cc(NC(=O)CNc2ccc(Cl)c(S(=O)(=O)N3CCOCC3)c2)cc(OC)c1	i	0.3
72	COc1ccccc1NC(=O)N(C)C[C@@H]1OCc2ccccc2-c2c(n(C)c3ccccc23)C(=O)N([C@H](C)CO)C[C@@H]1C	i	0.4
73	CCOC(=O)[C@]12CCCC=C1N(Cc1ccccc1)C(=O)[C@H](CC(=O)NCCCOC)C2	i	1.4
74	CCC(C)[C@H]1CNC(=O)C(=O)N1CC(C)(C)C (stereo not given in full)	i	3.2
75	Cc1noc(C)c1COc1cccc(C(=O)N(C)Cc2cccs2)c1	i	0.7
76	O=C(C[C@H]1C[C@H](C(=O)N2CCOCC2)[C@@]2(CCC3CCCC3)c3[nH]c4ccc(Cl)cc4c3CCN2C1=O)NCCCn1ccnc1	i	1.3
77	COc1cc2ccccc2cc1C(=O)N/N=C/c1cccs1	u	x
78	CCOC(=O)C1=CC[C@@H](c2ccccc2)N(S(=O)(=O)c2ccc(C)cc2)[C@H]1C#N	i	0.8
79	O=S(=O)(c1ccc2c(c1)CCCC2)N1CCNCC1	i	0.4
80	COc1ccc(NCC(=O)Nc2cccc(S(=O)(=O)N3CCCC3)c2)cc1Cl	i	1.4
81	CCCNC(=O)c1cc(C2CCCN(C(=O)C3CC3)C2)on1 (stereo not given)	i	1.3
82	COc1ccc(C(CNC(=O)c2ccc(C)c(S(=O)(=O)N3CCOCC3)c2)N2CCCC2)cc1 (stereo not given)	i	0.7
83	O=C1c2ccccc2C(c2nnnn2-c2ccc3c(c2)OCCO3)N1Cc1cccc(F)c1 (stereo not given)	i	0.6&1.4
84	CN(C)Cc1c[nH]c2nc[nH]c(=O)c12	i	0.3
85	Cc1nnc(SCC(=O)NC2CCCC2)n1-c1ccccc1	i	1.9
86	COc1ccc(NC(=O)CN(C)C(=O)c2ccc(COc3ccccc3)cc2)cc1	i	0.1
87	CC1(C(=O)Nc2cccc3ccccc23)CCN1C(=O)C1(c2ccccc2)CCCC1 (stereo not given)	i	0.8
88	Cc1ccc(S(=O)(=O)NC2CCCCC2)cc1C(=O)N1CCC(C(N)=O)CC1	i	0.7

# (more compounds)
entry	canonical_smiles	Myeloid diff MLP	Myeloid diff MLP GFP+ MAC1+ %
89	Cn1cccc1C(=O)OCC(=O)c1ccc(Br)s1	i	0.3
90	CCC(/C=C1\Oc2ccc(OC)cc2N1C)=C\c1sc2ccccc2[n+]1CCCS(=O)(=O)[O-]	i	2.8
91	Cn1cccc1C(=O)OCC(=O)NC(=O)c1ccc(Cl)cc1	i	1.3
92	CC(=O)Nc1ccc(S(=O)(=O)Nc2ccc(N3CCCCC3)cc2)cc1	i	3.7
93	Cc1cccc(NC(=O)CNC(=O)c2ccc(S(=O)(=O)NCc3ccco3)cc2)c1C	i	0.7
94	O=C1CNC(=O)c2cc(Cl)ccc2N1	i	0.8
95	COc1cc(NC(=O)c2ccc(-c3cn[nH]c3)c3ccoc23)cc(OC)c1OC	i	0.4
96	Cc1cc(Cn2nc(-c3ccccc3)cc2C(=O)NCc2cccs2)on1	i	0.6
97	CCCCNc1c(-c2cccc(-c3cc(C(C)=O)cs3)c2)nc2ccc(C)cn12	u	x
98	O=C(O)C1CC(C(=O)O)SS1 (stereo not given)	i	0.8
99	CC(C)Cn1c(SCC(=O)Nc2cccnc2Cl)nnc1-c1ccco1	i	1.9
100	O=C(COC(=O)c1ccc2ccccc2n1)NC1CCCCC1	i	1.0
101	O=C(NNC(=O)C1CC1)c1cc(Br)c(Br)s1	i	0.4
102	Cc1cc(=O)c(C(=O)Nc2ccc(N3CCOCC3)cc2N2CCOCC2)nn1-c1ccccc1Cl	i	1.1
103	Cc1nnc(SCC(=O)Nc2cccc(S(=O)(=O)N3CCCCC3)c2)s1	i	2.3
104	Cc1cccc(C)c1NC(=O)C1c2ccccc2OCC(=O)N1Cc1ccco1 (stereo not given)	i	0.8
105	Cc1cccc(C)c1NC(=O)C1(C)CSCC(=O)N1CCc1ccccc1F (stereo not given)	i	2.9
106	COc1cc(N=Nc2ccc(Br)cc2)cc(C=O)c1O	i	0.0
107	Clc1ccc(N(CC2CO2)CC2CO2)cc1 (stereo not given)	i	1.7
108	CN(C(=O)CSc1nnc(-c2cccs2)n1C1CC1)C1CCS(=O)(=O)C1 (stereo not given)	i	0.8
109	CC1Cc2ccccc2N1C(=O)COC(=O)c1n[nH]c(=O)c2ccccc12 (stereo not given)	i	0.3
110	NC(=O)c1ccsc1NC(=O)COC(=O)CNC(=O)c1ccc(Cl)cc1	i	0.5

# 5 of the compounds above, with two lines to a compound.
# Values run as follows: Myeloid diff MLP, Myeloid diff MLP GFP+ MAC1+ %
30	COc1ccc(S(=O)(=O)N=N/C=C2\C=CC=CN2O)cc1OC
→ i, 0.8
31	CCc1ccc(N2CC(C(=O)OCc3nc4ccsc4c(=O)[nH]3)CC2=O)cc1 (stereo not given)
→ i, 1.4
32	CC1(C)CC(=O)C=C(c2ccc(OC(F)(F)F)cc2)C1
→ i, 0.9
33	O=C(COC(=O)CCc1c[nH]c2ccccc12)Nc1ccccc1
→ i, 1.3
34	O=C(NCC(F)(F)F)C1C(=O)Nc2ccccc2C(=O)N1C1CCCC1 (stereo not given)
→ i, 2.0
